# PKM2 activator: qHTS Assay for Activators of Human Muscle isoform 2 Pyruvate Kinase; actives 0.34% (n = 260,000); Potency, µM (titrated, usually from 57.5 µM), for inactives: at the top dose activation, actives largely listed as activators; purified PKM2, Kinase-Glo ATP luminescence, activation; response scale: 0% is enzyme alone, no compound; Pyruvate kinase PKM (Homo sapiens), P14618; note: potency is the fitted concentration of half-maximal effect; % is set by controls: 0 for no effect and ±100 for the full control effect; nearly all actives have a fitted effect of over 55% in size
# Target sequence (P14618 whole entry, looked up, canonical isoform): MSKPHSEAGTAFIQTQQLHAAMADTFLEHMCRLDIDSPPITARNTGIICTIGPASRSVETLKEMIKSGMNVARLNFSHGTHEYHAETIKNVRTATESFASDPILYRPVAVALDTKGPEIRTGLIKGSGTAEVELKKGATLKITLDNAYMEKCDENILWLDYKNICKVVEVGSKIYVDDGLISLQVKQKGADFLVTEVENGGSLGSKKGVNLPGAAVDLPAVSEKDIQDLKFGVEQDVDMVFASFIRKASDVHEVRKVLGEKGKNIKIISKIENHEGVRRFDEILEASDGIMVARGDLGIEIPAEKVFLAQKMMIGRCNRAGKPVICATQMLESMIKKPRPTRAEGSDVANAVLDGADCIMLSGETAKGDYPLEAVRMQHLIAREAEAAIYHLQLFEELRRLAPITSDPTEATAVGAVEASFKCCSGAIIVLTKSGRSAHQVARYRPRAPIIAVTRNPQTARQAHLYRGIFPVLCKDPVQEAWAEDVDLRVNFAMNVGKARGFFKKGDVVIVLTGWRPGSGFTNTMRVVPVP
#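 Purified hPK-M2 (>95% pure) converted ADP (0.1 mM final) to ATP with 0.5 mM PEP in 50 mM imidazole pH7.2, KCl, MgCl2, Tween 20, BSA; 1 h at room temperature. ATP detected by Kinase-Glo luminescence.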
# S-ASM inh: Inhibitors of Secretory Acid Sphingomyelinase (S-ASM): qHTS | Sphingomyelin phosphodiesterase (Homo sapiens), P17405 | placental ASM, HMU-PC fluorogenic substrate, 60 min | Potency, µM (series often up to 57.5 µM), for inactives: top-dose activity change, negative = inhibition, most hits filed as inhibitors | actives 0.006% (n = 340,000); note: potency is the fitted concentration of half-maximal effect
#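 qHTS format. ASM enzyme prepared from human placenta hydrolyses the fluorogenic substrate HMU-PC0 (9 uM final) over 60 min at 37 °C after a 10 min compound preincubation.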
# Chronic BCR inh: qHTS Assay to Find Inhibitors of Chronic Active B-Cell Receptor Signaling; ABC-DLBCL IkBa-CBG/CBR reporter, luminescence ratio, 4 h; Potency, µM (series often up to 46.1 µM), for inactives: at the highest dose ratio change, negative = lower green/red ratio, usual class: inhibitors; actives 0.05% (n = 340,000); active = well fitted inhibition curve with a large enough effect in the signal ratio, with a control signal flat, not every such curve was filed as active; inconclusive = small, poorly fitted or top-dose-only effect, or effect the other way, or a change in a side signal; the % refers to the signal ratio;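 note: potency is the fitted concentration of half-maximal effect; plate controls were basal doxycycline-induced cells for no effect and cells given 10 µM MG132 for full effect; MG132 reads +100%, hits lower the ratio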
#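 Cell line TMD8 (human ABC DLBCL), stably expressing tet-inducible CBG68-IkBa fusion and CBR; IMDM/0.5% FBS; cpd up to 46 uM; dox induction, 4 h, 37C/5% CO2; dual luminescence; green/red ratio; MG132 control.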
# Menin-MLL TR inh: qHTS Assay for Inhibitors Targeting the Menin-MLL Interaction in MLL Related Leukemias: Competition With Texas Red Labeled MLL-derived Mutant Peptide; Menin + Texas Red MLL mutant peptide, fluorescence polarization; Potency, µM (doses to about 61.6 µM), without a hit: at the highest dose FP activity change, negative = inhibition, hits mostly inhibitors; actives 0.23% (n = 270,000); AID 1768, 2009; active = well fitted inhibition curve with a large enough effect in the polarisation, with a control signal flat, not every such curve was filed as active; inconclusive = small, poorly fitted or top-dose-only effect, or effect the other way, or a change in a side signal; inactive = no such curve, though single readings can be large or run the other way; the % refers to the polarisation; note: potency is the fitted concentration of half-maximal effect; % of control where 0% means no effect; many of its hits are not listed in these tables
# B2AR arrestin: qHTS assay of beta-arrestin-biased ligands of beta2-adrenergic receptor; Potency, µM (titrated, usually from 46.1 µM), inactives show at the highest dose activation, usual class: activators; Beta-2 adrenergic receptor (Homo sapiens), P07550; beta-arrestin recruitment to beta2AR, cell-based reporter; actives 0.02% (n = 330,000);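 note: potency is the fitted concentration of half-maximal effect; 0% = DMSO controls and full agonism = EC100 isoproterenol or metaproterenol; nearly all actives have a fitted effect of over 65% in size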
# Target sequence (P07550 whole entry, looked up): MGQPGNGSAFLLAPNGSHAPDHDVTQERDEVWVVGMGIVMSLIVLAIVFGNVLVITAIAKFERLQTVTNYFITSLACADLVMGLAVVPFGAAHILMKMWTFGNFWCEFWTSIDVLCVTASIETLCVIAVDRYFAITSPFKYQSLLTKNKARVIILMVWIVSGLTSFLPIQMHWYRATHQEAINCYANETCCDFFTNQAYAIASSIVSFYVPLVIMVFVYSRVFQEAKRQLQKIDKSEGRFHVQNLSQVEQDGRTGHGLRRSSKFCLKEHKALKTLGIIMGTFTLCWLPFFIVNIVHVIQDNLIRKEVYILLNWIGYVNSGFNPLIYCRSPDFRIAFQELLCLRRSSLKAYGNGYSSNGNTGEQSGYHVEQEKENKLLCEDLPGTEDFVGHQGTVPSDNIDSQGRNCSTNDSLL
# PTAP TSG101 blk: qHTS Assay for Iinhibitors of HIV-1 Budding by Blocking the Interaction of PTAP/TSG101. Potency, µM (series often up to 115 µM), inactives show top-dose activity change, negative = inhibition, most hits filed as inhibitors. Fluorescence polarization, FITC-PTAP peptide / Tsg101 binding. AID 493005, 2010. 340,000 tested, under 10 active. Tumor susceptibility gene 101 protein (Homo sapiens), Q99816; active = well fitted inhibition curve with a large enough effect in the main read-out, with a control signal flat, not every such curve was filed as active; inconclusive = small, poorly fitted or top-dose-only effect, or effect the other way, or a change in a side signal; inactive = no such curve, though single readings can be large or run the other way; note: potency is the fitted concentration of half-maximal effect; % of control where 0% means no effect
#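 Tsg101 binding domain (10 uM final) was mixed with compound and a FITC-labeled PTAP peptide (50 nM final) in HEPES pH 7.5 buffer with NaCl, Tween 20, EDTA and TCEP; fluorescence polarization was read after 20 min at r.t.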
# FBPA coupling cs: qHTS Assay for Inhibitors of Fructose-1,6-bisphosphate Aldolase from Giardia Lamblia: Coupling assay counterscreen; coupling enzyme system counterscreen, AmpLite Red fluorescence; activity change, negative = inhibition, % at 58.2 µM, hits read low; actives 0.67% (n = 290,000); in the data active = activity change below about -30%; note: % is set by controls: 0 for no effect and ±100 for the full control effect
#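 Coupling enzymes only (glyceraldehyde-3-phosphate) + compound, at 57.5 uM final, 10 min RT; add substrate/coupling/AmpLite Red mix, 20 min RT; fluorescence ex 525/em 598 nm. Actives flag coupling-system interference.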
# Tb PFK block: qHTS Assay to Find Inhibitors of T. brucei phosphofructokinase. ATP-dependent 6-phosphofructokinase (Trypanosoma brucei brucei), O15648. T. brucei PFK, ADP-Glo luminescence. Potency, µM (highest dose often 57.5 µM), without a hit: at the highest dose activity, negative = inhibition, actives largely listed as inhibitors. actives 0.17% (n = 330,000). AID 485367, 2010;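 note: potency is the fitted concentration of half-maximal effect; 0% = uninhibited 1x PFK enzyme wells and -100% = no-enzyme wells; nearly all actives have a fitted effect of over 60% in size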
#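 ADP-Glo luminescence quantified ADP after 45 min at room temperature, with 1.25 nM T. brucei PFK, 0.1 mM ATP and 0.5 mM fructose-6-phosphate in pH 8.0 TEA buffer. qHTS titrations up to 57 µM; curves classified by quality.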
# GALK inh: qHTS Assay for Inhibitors of Human Galactokinase (GALK); Purified GALK, Kinase-Glo residual ATP luminescence; AID 1868, 2009; actives 0.007% (n = 270,000); P51570; Potency, µM (series often up to 57.5 µM), for inactives: at the top dose activity change, negative = inhibition, actives largely listed as inhibitors; note: potency is the fitted concentration of half-maximal effect; % is set by controls: 0 for no effect and ±100 for the full control effect
#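 Human GALK (5 nM) with 35 uM ATP and 100 uM galactose in 20 mM HEPES pH 8.0, 5 mM MgCl2, 60 mM NaCl, 1 mM DTT, 0.01% BSA. After 1 h at room temperature, leftover ATP was read by Kinase-Glo Plus luminescence.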
# a7 integrin act: qHTS for Activators of Integrin-Mediated Alleviation for Muscular Dystrophy | alpha7betagal myoblasts, beta-gal FDG fluorescence, 48 h | Potency, µM (series often up to 38.3 µM), inactives show at the highest dose activation, most hits filed as activators | actives 0.064% (n = 350,000);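 note: potency is the fitted concentration of half-maximal effect; 100% = response of the positive control SU9516; nearly all actives have a fitted effect of over 60% in size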
#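 Alpha7betagal+/- myoblasts (passage 13) were plated 16-24 hr, then exposed to compounds (1:260 dilution of DMSO stock) for 48 hours at 37C. After MPER lysis, β-galactosidase reporter activity was read as FDG fluorescence (ex 480/em 540) after 30 minutes.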
# Giardia killer: Small Molecules that selectively kill Giardia lamblia: qHTS | AID 540267, 2011 | activity change, % at 7.66 µM, hits read low | actives 0.15% (n = 340,000) | Giardia lamblia trophozoite viability; in the data active = activity change below about -80%; inconclusive = between about -30% and that limit;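 note: parasites exposed to compound for two days anaerobically before the ATP read; % is set by controls: 0 for no effect and ±100 for the full control effect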
#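 Luminescent ATP signal served as the viability read-out, measured 15-30 min after adding ATP detection reagent to trophozoites that had been incubated with compounds for 48 hrs at 37 deg C anaerobically at 100 cells/well.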
# * = called active by the depositor; ? = inconclusive; . = no result given; & = joins results of further samples; [ ] = another dose, or the depositor's remark. Unless noted, calls come from the whole dose curve; as a rule, active = well fitted curve in the direction sought with a large enough effect; inconclusive = small, poorly fitted or top-dose-only effect, or another doubt; inactive = no such curve, though single readings can be large; an effect the other way counts as inactive or inconclusive.
SMILES,PKM2 activator,S-ASM inh,Chronic BCR inh,Menin-MLL TR inh,B2AR arrestin,PTAP TSG101 blk,FBPA coupling cs,Tb PFK block,GALK inh,a7 integrin act,Giardia killer
COc1ccccc1N1CCN(C(=O)c2ccc3[nH]c(C)c(C)c3c2)CC1,.,-5%,?,-14%,0.2%,-7%,1,-3%,-1%,-36%,20
O=S(=O)(Cc1ccccc1)Nc1ccc(Br)cn1,1%,-2%,?,6%,-0.3%,-5%,0,6%,-1%,-4%,-5
CN(C)S(=O)(=O)c1ccc(N2CCCC2)c(C(=O)Nc2ccccc2N2CCOCC2)c1,-4%,8%,?,-22%,-0.2%,-1%,5,12%,-3%,20%,-28
O=C(Nc1ccc(S(=O)(=O)N2CCc3ccccc32)cc1)C(F)(F)F,8%,-6%,-4%,28%,5.5%,0%,0,0%,0%,24%,-4
S=c1nc(-c2csc3c2CCCC3)[nH][nH]1,0%,-3%,3%,-2%,0.0%,-5%,8,-19%,1%,13%,10
OCCN(CCO)c1nc(-c2ccccc2)nc2c1oc1ccccc12,7%,-1%,?,-1%,-0.7%,-2%,1,6%,13%,9%,-8
CCN(CCCNC(=O)CCCN1C(=O)COc2ccc(C)cc21)c1cccc(C)c1,5%,0%,?,-5%,0.4%,.,1,1%,3%,-11%,-6
O=C(CC1C(=O)NCCN1Cc1cccc(F)c1)NC1CCCCCC1 (stereo not given),-6%,7%,-1%,.,-0.3%,-2%,.,1%,0%,-12%,-20
COc1cc(/C=N/n2c(C)n[nH]c2=S)ccc1OCc1ccc(F)cc1,1%,2%,?,11%,-1.2%,-5%,1,0%,0%,31%,?
CC(=O)N1CCN(C(=O)c2ccc(OC3CCN(CCc4ccccc4)CC3)cc2)CC1,-8%,2%,0%,-12%,-1.0%,-3%,1,2%,5%,-22%,-12
CCOC(=O)Cn1cc(/C=C(\C#N)C(=O)N2CCOCC2)c2ccccc21,3%,13%,?,.,-0.3%,-4%,-1,2%,.,11%,-13
NC(=O)COC(=O)c1ccc2noc(-c3ccccc3)c2c1,.,21%,?,3%,-0.9%,-1%,0,-3%,-2%,-10%,10
Cn1c2ccsc2c2ncn(Cc3ccccc3F)c(=O)c21,.,.,?,.,-0.8%&-0.4%,-2%,.,6%&8%,.,.,-22
Nc1nonc1-n1nnc(C(=O)N/N=C/c2ccc(F)cc2)c1-c1cccs1,.,8%,1%,.,-0.9%,-3%,.,-7%,6%,0%,27
Cc1ccc(NC(=O)CN2C(=O)S/C(=C\c3ccccn3)C2=O)cc1,-9%,1%,-2%,0%,-0.3%,-1%,-1,-2%,2%,0%,7
CCOC(=O)/C(=C/Nc1ccccc1)[N+](=O)[O-],-8%,-1%,-2%,25%,-0.3%,-5%,.,0%,-3%,24%,0
CC(C)(C)OC(=O)NCCc1nnc(SCC(=O)Nc2cccc(Cl)c2)o1,1%,0%,3%,-16%,0.4%,0%,0,0%,0%,-12%,12
CC1(O)c2ccccc2C(=O)N1CCc1ccccc1F (stereo not given),10%,2%,8%,?,-0.7%,0%,-11,4%,-2%,-17%,-4
COc1ccc(CCNC(=O)CC2C(=O)NCCN2CC(C)(C)C)cc1 (stereo not given),0%,4%,-3%,-8%,0.1%,-5%,-5,0%,-1%,9%,9
CCC(C)c1ccc(OCC(=O)Nc2ccc3c(c2)C(=O)NC3=O)cc1 (stereo not given),2%,-1%,7%,.,-0.3%,1%,.,-8%,1%,28%,-25
COc1ccc(NC(=O)COC(=O)c2ccc(S(=O)(=O)N(C)c3ccccc3OC)cc2)cc1OC,0%,-8%,-7%,17%,-0.1%,0%,-6,4%,12%,7%,3
O=C(Cc1ccc(Cl)cc1)N/N=C/c1cccs1,-12%,4%,5%,2%,0.0%,1%,1,-10%,1%,?,20
N#CC(Cc1cccc(CC(C#N)(c2ccccc2)c2ccccc2)c1)(c1ccccc1)c1ccccc1,0%,-4%,11%,2%,-0.8%,-1%,1,-6%,.,19%,?
CSc1ccccc1NC(=O)CN(C)C(=O)Cc1c(F)cccc1Cl,1%,-4%,-19%,4%,0.4%,1%,8,-4%,12%,-19%,-23
CC(=O)N1c2ccccc2C(C)=CC1(C)C,4%,0%,0%,-2%,0.2%,-3%,-8,7%,4%,19%,5
COc1ccc(NC(=O)Cc2c(O)c3ccccc3[nH]c2=O)cc1,2%,-6%,3%,22%,-0.8%,-4%,11,6%,0%,-7%,-28
Cc1ccc(CNC(=O)CCS(=O)(=O)c2ccc(Br)s2)cc1,-7%,-1%,?,.,-0.1%,-5%,7,-9%,-3%,18%,7
CCCCCCc1nc(C(N)=O)c2[nH]c(=O)n(-c3ccc(OCC)cc3)c2n1,.,-3%,-5%,-5%,0.4%,-1%,0,2%,3%,12%,-9
COc1ccc(NS(=O)(=O)c2cccc(-c3n[nH]c(=S)n3Cc3ccccc3)c2)cc1,-7%,5%,4%,21%,-0.1%,-5%,7,1%,7%,-2%,17
CCCN(CCC)c1nc(-c2ccccn2)nc2ccccc12,.,0%,?,?,0.4%,-6%,-5,0%,.,-55%[inhibitor],?
CN(C(=O)COC(=O)c1n[nH]c(=O)c2ccccc12)c1ccccc1,.,-2%,3%,.,0.2%,-1%,.,-6%,.,34%,-15
N#Cc1cc2c(nc1SCC(N)=O)CCCCC2,-1%,5%,?,-7%,0.1%,-2%,4,-9%,4%,1%,12
O=C(c1n[nH]c(=O)c2ccccc12)N1CCOCC1,0%,1%,-1%,0%,0.0%,-3%,5,1%,3%,13%,-1
O=C(NCc1ccccn1)c1cc(Cl)ccc1OCc1ccccc1,-3%,-2%,?,-13%,0.0%,-6%,0,-5%,8%,13%,-3
COc1ccc(C(=O)/C(C#N)=N/Nc2ccccc2[N+](=O)[O-])cc1,-2%,-13%,?,?,7.6%,-3%,3,-9%,1%,-4%,-11
O=C1N(c2ccccc2)c2ccccc2C1(O)C(F)(F)F (stereo not given),.,0%,-5%,-10%,0.2%,0%,-1,1%,-1%,46%,10
COCCN(C(=O)CC1CCCCC1)c1c(N)n(CC(C)C)c(=O)[nH]c1=O,.,8%,0%,.,5.8%,-9%,.,-3%,.,8%,-15
C[C@@H]1O[C@@H](O[C@H]2[C@H](O)[C@@H](O)[C@H](Oc3c(-c4ccc(O)c(O)c4)oc4cc(O)cc(O)c4c3=O)O[C@@H]2CO)[C@H](O)[C@H](O)[C@H]1O,.,-3%,-3%,.,0.1%,-1%,.,10%,.,-28%,5
CCCOc1ccc2c(=O)c(-c3cc(C(=O)OC)oc3C)c(C)oc2c1,0%,11%,-2%,?,0.0%,-1%,4,0%,6%,-33%,3
O=C(Nc1cccnc1)C1(c2ccc(Cl)cc2)CCCC1,12%,4%,-12%,7%,0.0%,-3%,0,-2%,-1%,-4%[7.66 µM],0
CN(C)c1ccc(/C=C/C(=O)c2cc(Cl)ccc2O)cc1,0%,-19%,?,-11%,-0.9%,1%,-3,2%,-1%,5%,46[activator]
c1ccc(-c2n[nH]c(-c3ccccn3)n2)nc1,-33%&-21%,-2%&5%,?,21%,-0.3%&-0.1%,-10%&-1%,2&-3,-20%&-15%,3%&11%,0%&0%,-8&-20
CCCOC(=O)c1cc2ccccc2oc1=O,0%,4%,-2%,11%,0.5%,-9%,4,1%,2%,-11%,2
CCOc1ccc(Nc2nc3ccccc3n3cnnc23)cc1,-2%,-5%,?,.,-0.3%,-4%,-2,-1%,-1%,?,8

# Bioassay records: PubChem, National Center for Advancing Translational Sciences (NCATS)

# Some of the compounds tested (hit frequency here may not be typical).
